CHT allo act – allosterically activates the human high affinity choline transporter; Q9GZV3; CHT-expressing cells, membrane potential dye, choline EC20; active compounds read high; LV-AA mutant CHT in HEK293 cells; 310,000 compounds, 0.49% hits; B-score at 10 µM;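 active = initial fluorescence not abnormally high and integrated response B-score, plate-corrected, over 3 SD above library mean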
Target sequence (Q9GZV3 whole entry, looked up): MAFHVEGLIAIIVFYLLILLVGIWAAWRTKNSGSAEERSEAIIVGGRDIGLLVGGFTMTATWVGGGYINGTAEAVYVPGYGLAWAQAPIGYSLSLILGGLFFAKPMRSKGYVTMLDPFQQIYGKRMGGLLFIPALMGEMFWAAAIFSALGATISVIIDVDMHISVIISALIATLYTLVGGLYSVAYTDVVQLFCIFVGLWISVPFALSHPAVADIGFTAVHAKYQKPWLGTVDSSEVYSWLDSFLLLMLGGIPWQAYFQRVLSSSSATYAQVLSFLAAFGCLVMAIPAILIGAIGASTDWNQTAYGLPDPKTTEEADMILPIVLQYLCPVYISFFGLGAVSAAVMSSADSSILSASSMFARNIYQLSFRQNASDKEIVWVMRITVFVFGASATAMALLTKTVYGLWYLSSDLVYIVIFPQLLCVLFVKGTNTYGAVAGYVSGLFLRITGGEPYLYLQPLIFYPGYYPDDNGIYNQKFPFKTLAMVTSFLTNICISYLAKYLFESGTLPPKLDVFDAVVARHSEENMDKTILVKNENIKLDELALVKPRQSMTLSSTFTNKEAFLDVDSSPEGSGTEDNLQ
OX1R antag – blocks the human orexin 1 receptor | O43613 | CHO/OX1R cells, Fluo-8 calcium fluorescence, orexin A | inhibition, % at 5 µM | 330,000 compounds, 0.43% hits | AID 434989;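 active = inhibition above its plate's threshold, mean inhibition of all tested compounds on the plate plus 3 SD, cut at about 37% in these data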;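 note: 0% = orexin A challenge wells and 100% = SB-334867-A antagonist wells; not every result past the cut was called active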
Target sequence (O43613 whole entry, looked up): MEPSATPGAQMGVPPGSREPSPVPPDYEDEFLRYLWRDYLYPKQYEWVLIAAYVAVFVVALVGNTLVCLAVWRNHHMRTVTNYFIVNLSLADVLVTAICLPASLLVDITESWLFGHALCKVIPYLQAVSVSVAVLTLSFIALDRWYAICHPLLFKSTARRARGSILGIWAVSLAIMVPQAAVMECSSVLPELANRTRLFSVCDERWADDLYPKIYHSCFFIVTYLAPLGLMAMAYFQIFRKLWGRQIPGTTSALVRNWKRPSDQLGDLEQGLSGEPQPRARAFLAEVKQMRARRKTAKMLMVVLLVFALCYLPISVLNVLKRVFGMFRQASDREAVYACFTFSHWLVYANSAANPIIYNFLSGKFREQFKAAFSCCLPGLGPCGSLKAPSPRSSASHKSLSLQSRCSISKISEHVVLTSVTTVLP
* marks the source's active call; other numbers are inactive results; i = inactive; · = not tested or not shown.

SMILES	CHT allo act	OX1R antag
O=S(=O)(c1cccc(F)c1)N1CCN(Cc2cc3c(cc2Br)OCCO3)CC1	·	-27.6
O=S(=O)(Nc1ccc2c(c1)nc1n2CCN(Cc2ccccc2)C1)c1ccc(F)cc1	i	-1.6
COc1ccc(CN2CCSCC2)cc1C	i	-13.1
COC(=O)[C@]1(C)N[C@H](CN(C)S(=O)(=O)c2ccccc2)[C@@H]2C(=O)N(C)C(=O)[C@@H]21	·	-10.4
O=C(CN1C2CCC1CC(NC(=O)NC1CCCCC1)C2)NC1CC1 (stereo unspecified)	i	-4.7
CC1(C(=O)O)CCC(C(=O)Nc2ccccc2O)C1(C)C (stereo unspecified)	i	-9.1
COc1ccc(CCNC(=O)CCNS(=O)(=O)c2cccc3nonc23)cc1OC	i	-13.8
Cc1ccc(NC(=O)Cn2nc([N+](=O)[O-])c(Br)c2C)cc1C	i	-5.2
Cc1nnc(NC(=O)CCNC(=O)c2ccccc2Cl)s1	i	-14.7
CCn1c(SCC(=O)N/N=C/C=C\c2ccccc2[N+](=O)[O-])nnc1-c1ccccc1	i	-37.4
CCOC(=O)N1C2=NC(C(=O)OC)=C(C(=O)OC)[C@@H]3N(C)c4ccc(OC)cc4[C@]23C[C@H]1C(=O)OC	i	-25.0
COc1ccc(Cl)cc1-n1c(N)c(C(N)=O)sc1=S	i	2.2
CCC(=NNC(=O)c1cccc(S(=O)(=O)N2CCOCC2)c1)c1ccccc1	·	-8.3
COc1ccccc1NS(=O)(=O)c1cc(NC(=O)c2cnccn2)ccc1N1CCOCC1	i	-12.6
C=CCOc1ccc(/C=N\NC(N)=S)cc1	i	4.7
O=C(c1ccc(F)cc1)C1CCN(C(=O)c2ccccc2)CC1	i	-26.8
CCC(CC)C(=O)Nc1nnc(CCc2ccccc2)s1	i	-31.2
Cc1ccc(C2CC(c3ccccc3)=NN2C(=O)CSc2nnc(-c3ccc(Cl)cc3)o2)o1 (stereo unspecified)	i	-11.9
Cc1ccc(NS(=O)(=O)c2ccc(Br)cc2)nc1	i	-11.3
CCCCN(CCCC)S(=O)(=O)c1ccc(SCC(=O)OCC)c([N+](=O)[O-])c1	i	-17.8
Cc1ccc(SCCC(=O)N/N=C/c2cccnc2)cc1	i	-6.8
CN(C(=O)COC(=O)c1ccc2ccccc2n1)C1CCCCC1	·	-12.9
CCN1CCN(c2ccc(S(=O)(=O)N3CCOCC3)cc2NC(=O)CC(C)C)CC1	·	-4.2
CCOc1ccc(S(=O)(=O)NCCC(=O)NCc2ccncc2)cc1	i	-0.3
Cc1c(C(=O)N2CCOCC2)sc(NC(=O)c2ccc([N+](=O)[O-])cc2)c1C#N	i	7.7
CCn1ncc(/C=C/C(=O)Nc2c(C)nn(Cc3ccc(Cl)cc3Cl)c2C)c1C	i	-21.0
CCc1ccc(S(=O)(=O)NC(CC(=O)O)c2ccccc2)cc1 (stereo unspecified)	i	-1.4
NC(=O)NC(=O)COC(=O)CNS(=O)(=O)c1ccc(F)c(F)c1F	i	-1.1
Cc1nc(N/N=C/c2ccc(O)cc2O)cc(N2CCOCC2)n1	i	-24.0
CCC1=C(OC(=O)N(CC)CC)N2C(=O)OC(=NCc3ccccc3)[C@]2(C)[C@H]2C1=CC[C@H]1C(=O)N(CC)C(=O)[C@H]12	i	-35.5
Cc1c(C=Nc2ccc(S(=O)(=O)CCO)cc2)c(O)[nH]c(=O)c1C#N	i	-2.3
COc1cc(/C=N/NC(=O)c2ccncc2)ccc1OC(=O)c1ccccc1Cl	i	-22.6
Cc1cccc(C)c1NC(=O)CN(c1ccccn1)S(=O)(=O)c1ccc(F)cc1	i	-11.3
COc1cc(NC(=S)NCCc2ccc(S(N)(=O)=O)cc2)c(OC)cc1Cl	i	-11.9
CCCOC(=O)CCc1n[nH]c(=O)[nH]c1=O	i	-8.0
Cc1ccc(/C=N/NC(=O)C(O)c2ccccc2)o1 (stereo unspecified)	i	-16.7
Cc1ccc([N+](=O)[O-])cc1N/C=C1\CCc2ccccc2C1=O	i	-13.3
CC1=CS(=O)(=O)CC1Sc1nc2ccccc2[nH]1 (stereo unspecified)	i	-13.2
Cc1ccc(Nc2nnc(SCC(=O)N(C)C3CCS(=O)(=O)C3)s2)cc1 (stereo unspecified)	i	-17.9
CC(C)c1ccc(NC(=O)Cn2nnc(C(=O)NCc3ccco3)c2N)cc1	i	-15.5
COc1cc(CNc2ccc(N3CCCC3)cc2)ccc1OCc1ccccc1	i	-14.9
Cc1cc(C(=O)NN)c2cc(Br)ccc2n1	i	2.9
COCCNC(=O)Cc1c(C)c2cc3c(cc2oc1=O)OC(C)(C)CC3	i	·
CCOc1ccc(C(=O)CCN2CCCCC2)cc1	i	-6.8
COc1ccc(C(=O)C[n+]2cc(Br)cc3ccccc32)cc1[N+](=O)[O-]	i	-3.5
O=[N+]([O-])c1ccc(S(=O)(=O)Nc2ccc(-c3csc(-c4ccccc4)n3)cc2)cc1	i	8.2
COc1ccc(NC(=O)CCC2CCCCC2)cc1S(=O)(=O)N1CCCCC1	i	-9.3
CCC(C)NC(=S)Nc1ccc2nc(N3CCN(CC)CC3)cc(C)c2c1 (stereo unspecified)	i	-25.8

Entries of single compounds from above. Screens in order: CHT allo act	OX1R antag
Record of COc1ccc(NC(=O)CCC2CCCCC2)cc1S(=O)(=O)N1CCCCC1 : i	-9.3
Record of CC(C)c1ccc(NC(=O)Cn2nnc(C(=O)NCc3ccco3)c2N)cc1 : i	-15.5
Record of COCCNC(=O)Cc1c(C)c2cc3c(cc2oc1=O)OC(C)(C)CC3 : i	·

Remaining list, next part:
SMILES	CHT allo act	OX1R antag
Cc1cc(N2CCCC2=O)ccc1S(=O)(=O)NC1CCCCC1	i	-1.6
Cc1cccc(NC(=O)C2CC(O)CN2C(=O)Oc2ccccc2)c1 (stereo unspecified)	i	5.4
COc1ccccc1CNC(=O)CCNS(=O)(=O)c1cc(Br)cnc1N	i	-26.5
COc1ccccc1C1CCN(C(=O)c2ccc(Cl)cc2)CC1	i	-22.9
COc1ccc(OC)c(NC(=O)C2CCN(S(C)(=O)=O)CC2)c1	i	-6.6
CC1CC(C)CN(CC(=O)Nc2ccc(S(N)(=O)=O)cc2)C1 (stereo unspecified)	i	-24.7
CC(C)CCNC(=O)C(c1ccc(O)cc1)N(C(=O)C1COc2ccccc2O1)c1cccc(O)c1 (stereo unspecified)	i	-13.7
Nc1nc(N2CCCCC2)c(C=O)c(N2CCCCC2)n1	i	-16.4
O=C(N/N=C/c1ccco1)c1cc(-c2cccs2)[nH]n1	i	-11.2
CCn1c(=O)n(CC)c2cc(N3CCCC3)c(NC(=O)c3ccc(F)cc3)cc21	i	-84.5
COc1ccc(NC(=O)c2c(SC)nsc2SC)cc1	i	-11.1
O=C(NCCc1ccccc1)c1ccc(=O)oc1	i	-7.5
CCOC(=O)c1nccnc1C(=O)Nc1cccc(C(F)(F)F)c1	i	-10.2
COC(=O)c1cccc(NC(=O)CN2C(=O)c3ccccc3C2=O)c1	i	-20.9
CCOC(=O)C1=C(C)NC2=C(C(=O)CC(c3ccc(OC)c(OC)c3)C2)C1c1ccc(C)o1 (stereo unspecified)	i	-21.9
COc1cc(/C=C(\C#N)c2ccccn2)ccc1OCc1ccccc1Cl	i	-33.3
COCCn1c(=O)c2c(nc3n2CC(C)CN3CCc2ccccc2)n(C)c1=O (stereo unspecified)	i	-39.0
O=S(=O)([N-]c1nc2ccccc2nc1-n1cc[n+](Cc2ccccc2)c1)c1ccc(Br)cc1	i	-25.4
COc1cc(OC)c(OC)cc1/C=N/Nc1nc2ccccc2[nH]1	i	0.2
COC(=O)c1ccc(OCC(=O)c2ccccc2OC)cc1	i	-22.0
CCN(CC(=O)Nc1ccccc1OC)C(=O)CC1CCCC1	·	-23.3
CC(C)(C)c1ccc(C(=O)NCCN2CCCC2)cc1	i	-14.6
C=CCn1c(=O)c(C(=O)Nc2ccccc2O)c(O)c2ccccc21	i	-11.9
Cn1c(=O)n(CC(=O)Nc2ccccc2)c2ccccc21	i	-21.1
Cc1ccc(S(=O)(=O)N(C)C)cc1NC(=O)CSc1ncn[nH]1	i	-10.5
Nc1nnc(SCC(=O)Nc2ccc(N3CCOCC3)c(Cl)c2)s1	i	-5.0
CCOC(=O)c1c(C)n(-c2ccc(OC)cc2)c2c(C/C(C)=N/O)c(Br)c(OC)c(O)c12	i	-20.8
CCCSc1nnc2n(C)c(=O)c3c4c(sc3n12)CCC4	i	-32.2
Cc1cccc2cc(CN(CC3CCCO3)C(=O)NC3CCCCC3)c(=O)[nH]c12 (stereo unspecified)	i	-17.6
CCS(=O)(=O)N1CCN(Cc2c[nH]c3ccccc23)CC1	i	-13.6
CC1=NN(C(=O)c2c(Br)cnn2C)C(O)(C(F)(F)F)C1 (stereo unspecified)	i	-6.0
Cc1ccc2c(c1)N(CCC(=O)NCCCN1CCCC1)C(=O)CO2	i	-0.8
CCN(CC)S(=O)(=O)c1ccc(-c2nnc(SCC(=O)N3c4ccccc4CC3C)o2)cc1 (stereo unspecified)	i	-21.0
COc1cc(/C=C/C(=O)O)cc(S(=O)(=O)NCc2ccco2)c1OC	i	-11.5
Cc1oncc1C(=O)NC1CCCCC1	i	-5.5
O=C(OCC(=O)N1CCc2ccccc2C1)c1c(F)cccc1Cl	·	-20.1

4 of the compounds above, in CSV form.
Molecule,CHT allo act,OX1R antag
CCN(CC)S(=O)(=O)c1ccc(-c2nnc(SCC(=O)N3c4ccccc4CC3C)o2)cc1 (stereo unspecified),i,-21.0
COc1cc(/C=C/C(=O)O)cc(S(=O)(=O)NCc2ccco2)c1OC,i,-11.5
Cc1oncc1C(=O)NC1CCCCC1,i,-5.5
O=C(OCC(=O)N1CCc2ccccc2C1)c1c(F)cccc1Cl,·,-20.1

Later entries
SMILES	CHT allo act	OX1R antag
Cc1ccc(/C=N/N2CCN(C3c4ccccc4-c4ccccc43)CC2)o1	i	-19.9
CC(=O)c1ccc(-c2ccc(C(=O)NC3CCCCCC3)o2)cc1	i	-22.1
Cn1ccnc1Sc1nc2c(c(=O)n(C)c(=O)n2C)n1C	i	3.8
CC[C@@]1(C(=O)OC)N[C@H](CN(C)S(=O)(=O)c2ccc(-c3ccccc3)cc2)[C@@H]2C(=O)N(Cc3ccccc3)C(=O)[C@@H]21	·	-31.2
O=C(O)/C=C/C(=O)N(Cc1ccccc1)Cc1ccco1	i	-10.3
CCc1ccc(C2C(=O)c3ccccc3C2=O)cc1	i	-9.5
CC(C)OC(=O)Cn1nnc(-c2ccccc2)n1	i	-13.8
CCCN1CCC(NC(=S)Nc2ccc(OC)c(OC)c2)CC1	i	-0.7
COc1ccc(C(=O)NCc2cn3ccccc3n2)cc1	i	6.0
CC(C)CC1NC(=O)N(CC(=O)c2ccc3c(c2)OCCO3)C1=O (stereo unspecified)	i	-25.6
COc1ccc(C(=O)N/C(=C\c2ccco2)C(=O)OCc2ccco2)cc1	i	-28.4
CO/C([O-])=N/c1c[n+](-c2ccc(Cl)cc2)no1	i	-20.8
CCOC(=O)C(Oc1ccc(=O)[nH]n1)C(C)=O (stereo unspecified)	i	-9.3
CC1(C)CC(=O)C(C=NCCN2CCN(C(=S)Nc3ccccc3)CC2)=C(O)C1	i	-27.3
C/C(=N\NC(=O)C(N)=O)c1cccc([N+](=O)[O-])c1	i	21.1
c1ccc(-c2noc(C3CCCCC3)n2)nc1	i	-18.2
Cc1cc(C)n(-c2cccc(C(=O)O)c2)n1	i	2.2
CC(C(=O)NC1=NCCS1)(C(F)(F)F)C(F)(F)F	i	-21.4
O=C(O)Cc1ccc(C(=O)CSc2ccccc2)s1	i	-12.2
CN(C)c1cccc2c(S(=O)(=O)N3CCOCC3)cccc12	i	-26.8
Nc1cc(=O)[nH]c(SCC(=O)Nc2cc(S(=O)(=O)N3CCCCCC3)ccc2Cl)n1	·	-14.3
Cn1c2ccccc2c2nnc(SCC(N)=O)nc21	i	-17.4
O=C(Nc1cccc2ccccc12)/C(=C/c1cccc([N+](=O)[O-])c1)NC(=O)c1cccs1	i	19.8
CCOc1ccccc1N1C(=O)CN(Cc2ccc(OC)c(OC)c2)C1=S	i	-16.2
C=CCn1c(C(C)NC(=O)C(C)(C)C)nc2ccccc21 (stereo unspecified)	i	-25.5
COc1ccc(OC)c(NC(=O)CCN2CCN(c3ccccc3)CC2)c1	i	-21.6
Cc1cc(C(=O)COc2cccc3cccnc23)c(C)n1C	i	1.2
COc1ccc(/C=C/C(=O)Nc2ccc(C(N)=O)cc2)cc1OC	i	-12.1
COc1ccc(N2CCN(C(=S)NC(=O)c3cccs3)CC2)c([N+](=O)[O-])c1	i	-20.2
COc1ccc(NC(=O)CSc2nnc(NC(=O)c3ccccc3C(=O)O)s2)cc1	i	-9.4
CN1CCC(N(C)S(=O)(=O)c2ccc(NC(=O)COc3ccc(F)cc3)cc2)CC1	i	-9.4
Cc1ccsc1CN(C)C(=O)C(NC(=O)c1cccc(S(=O)(=O)N2CCOCC2)c1)C(C)C (stereo unspecified)	·	-22.5
CSc1nc(C)c2c(n1)N(c1ccc(F)cc1)CC2	i	-5.6
COCCN1CCC(CNCc2cn(-c3cc(C)ccc3C)nc2-c2ccccc2)C1 (stereo unspecified)	i	-25.6
CN(C)S(=O)(=O)c1ccc(-c2csnn2)s1	i	4.7
O=C(NCCS(=O)(=O)c1ccc(Br)cc1)c1ccc(Cl)cc1	i	-22.4
Cc1ccc(-c2nc(C(=O)O)cs2)cc1	i	-4.0
COc1ccc(CCC(=O)N/N=C/c2ccc3c(c2)OCO3)cc1	i	-28.7
CC1CCc2cc(F)ccc2N1C(=O)C12CCC(C)(C(=O)O1)C2(C)C (stereo unspecified)	i	-34.0
Cn1c(CN2CCCC2)nc2cc(NS(=O)(=O)c3ccccc3)ccc21	i	-2.3
Cc1ccccc1OCC(=O)OC(C)C(=O)NC1CCCC1 (stereo unspecified)	·	-14.1
O=C(O)CC1Sc2nnc(COc3ccc(Cl)cc3)n2N=C1c1ccccc1 (stereo unspecified)	i	0.2

Bioassay records (PubChem)

Rows were taken by chance. About 0.8% of those tested had a hit in this group.
